CASP6 VEID inh: caspase-6 (human) enzyme inhibition | purified caspase-6, Z-VEID-R110 cleavage fluorescence | inhibition, % at 12.5 µM | 350,000 tested, 0.53% active | P55212;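 active = mean inhibition across replicates at least about 35%, with every replicate also reaching that limit, limit read from the data; inconclusive = only one of the two criteria met; inactive = neither criterion met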;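 also: 0% = median of neutral control wells and 100% = no fluorescence left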
Target sequence (P55212 24-179 limits assumed): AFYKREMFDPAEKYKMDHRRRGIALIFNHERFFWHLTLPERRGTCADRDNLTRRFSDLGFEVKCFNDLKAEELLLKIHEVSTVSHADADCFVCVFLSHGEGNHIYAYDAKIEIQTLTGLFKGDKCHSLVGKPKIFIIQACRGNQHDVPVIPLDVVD
Target sequence (P55212 194-293 limits assumed): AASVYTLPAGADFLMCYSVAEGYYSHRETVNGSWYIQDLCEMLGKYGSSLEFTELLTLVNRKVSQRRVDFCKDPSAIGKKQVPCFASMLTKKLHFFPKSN
Xi reactivation: activators of X-chromosome reactivation in mouse fibroblasts. activation, % at 7.58 µM. 360,000 tested, 0.055% active. AID 743238. XiGFP mouse fibroblasts, % GFP-positive cells imaging, 3 d; cells co-treated with 5-aza-dC sensitizer; scaled so ellipticine positive control = 100%;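 active = mean normalized replicate activation at least 10% and every replicate at or above 10%; inconclusive = only one of the two criteria met; inactive = mean below 10% and not all replicates reach 10%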;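 also: 0% = median of on-plate neutral control wells and 100% = ellipticine 6 µM median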
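Material: XiGFP fibroblasts, SV40-immortalized; Buffer or medium: DMEM containing 5-aza-dC; Compound dosing: single point; Times: 3 days compound exposure.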
INS-1E GSIS act: primary screen for activators of insulin secretion dependent on glucose, INS-1E cells, GLuc reporter luminescence; INS-1E GLuc reporter insulin secretion, 2-3 h; activation, % at 16.6 µM; 370,000 tested, 0.61% active; AID 743287;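 active = lowest replicate activation of at least 40%, so every replicate reaches that level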;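 also: 0% = median of neutral control wells and 100% = median of IBMX positive control wells; some compounds called inactive have numbers as strong as hits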
RAD54 branch: inhibitors of human RAD54 branch migration. RAD54 Holliday junction branch migration, FAM/BHQ fluorescence. inhibition, % at 10.4 µM. 360,000 tested, 0.14% active. AID 602329;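 active = mean normalized replicate activity at least 40 and at least half of replicates scoring 40 or more; inconclusive = only one of the two criteria met; inactive = mean below 40 and under half of replicates reaching 40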;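 also: 0% = median of neutral control wells and 100% = median of positive control wells; inhibitors cause a drop in the FAM fluorescence signal; in these data hits start at about 50%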
RAD52 inh: inhibitors of human RAD52 DNA annealing; P43351; recombinant RAD52 DNA annealing, FRET fluorescence; inhibition, % at 18.7 µM; 360,000 tested, 0.46% active; AID 651710;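 active = every replicate showing at least 50% inhibition; inconclusive = mean inhibition at least 50% but not in every replicate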
E-sel inducer: induces E-selectin expression in human endothelial cells. HUVEC E-selectin immunofluorescence imaging; normalized: neutral wells 0, TNF-alpha wells 100. 260,000 tested, 0.37% active. P16581. AID 686992. activation, % at 7.58 µM;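 active = mean E-selectin-positive cell signal at least 10% of the positive control, reached in at least 60% of replicates, without over 20% cell loss; inconclusive = no rule given, readout overlaps actives, possibly toxicity-flagged; inactive = the rest, including those meeting only one limit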;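 also: in these data hits start at about 27%; measured in HUVEC primary endothelial cells; signal is the percent of cells scored E-selectin positive by PE staining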
Target sequence (P16581 whole entry, looked up): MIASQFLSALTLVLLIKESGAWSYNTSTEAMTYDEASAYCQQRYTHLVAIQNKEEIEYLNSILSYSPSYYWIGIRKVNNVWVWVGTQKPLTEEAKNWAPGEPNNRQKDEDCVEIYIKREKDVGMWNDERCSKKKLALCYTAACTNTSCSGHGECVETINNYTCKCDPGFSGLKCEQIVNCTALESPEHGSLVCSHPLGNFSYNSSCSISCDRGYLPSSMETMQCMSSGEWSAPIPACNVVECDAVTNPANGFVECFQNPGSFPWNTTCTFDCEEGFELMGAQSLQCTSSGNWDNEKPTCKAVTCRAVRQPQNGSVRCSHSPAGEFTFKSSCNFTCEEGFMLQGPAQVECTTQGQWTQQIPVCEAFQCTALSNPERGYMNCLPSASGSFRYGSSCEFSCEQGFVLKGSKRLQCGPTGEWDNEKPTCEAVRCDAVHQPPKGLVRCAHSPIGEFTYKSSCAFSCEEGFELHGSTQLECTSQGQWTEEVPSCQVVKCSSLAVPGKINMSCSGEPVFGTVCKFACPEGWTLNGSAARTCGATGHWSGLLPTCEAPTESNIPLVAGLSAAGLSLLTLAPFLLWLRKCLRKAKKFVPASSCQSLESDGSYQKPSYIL
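Assay system: HUVEC primary endothelial cells. Input: 3,000 HUVEC seeded per well. Doses: one compound dose added by pin transfer. Read-out basis: % PE-positive cells. Benchmarks: TNF-alpha high, DMSO low. Detection: immunofluorescence imaging. Buffer or medium: EGM-2, gelatin.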
DENV2 CPE: inhibitors of DENV2 cytopathic effect. AID 651640. DENV2-infected cells, cytopathic effect rescue, plate reader. CPE inhibition, % at 9.99 µM. 350,000 tested, 1.7% active; in the data active = CPE inhibition above about 20%, passing the limit was not always enough; inconclusive = no clear call, values can overlap the other calls; tested in BHK-21 cells;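 also: 0% = median of neutral control wells and 100% = median of positive control wells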
CFTR F508del cor: correctors of CFTR F508del function in bronchial epithelial cells | CFBE cells, YFP halide quenching; stimulated with forskolin plus potentiator P3; % fluorescence drop versus neutral controls | activity (quench increase), % at 7.58 µM | 350,000 tested, 0.36% active | AID 720511;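 active = mean added fluorescence quench of at least 8% versus neutral control, with both replicates also reaching 8%; inconclusive = only one of the mean or replicate conditions met; inactive = mean below 8% and not both replicates reaching 8%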;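 also: cells transiently co-express mutant CFTR-F508del with the halide-sensitive YFP; corrector assay measuring rescue of mutant channel to the surface after 24 h compound exposure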
* marks the source's active call; other numbers are inactive results; ? = inconclusive; · = no result given; & = joins results of further samples.

Start of the listing, in advance, 5 compounds:
No.	smiles	CASP6 VEID inh	Xi reactivation	INS-1E GSIS act	RAD54 branch	RAD52 inh	E-sel inducer	DENV2 CPE	CFTR F508del cor
1	CCOc1cc(N2CCOCC2)c(OCC)cc1NC(=O)COc1cccc(Cl)c1	0	0.0	7	-6	-6	0.1	?	-0.9
2	O=C(COc1ccc(F)cc1Cl)N1CCN(C(=O)c2cccs2)CC1	5	0.2	3	-1	-1	·	?	-1.1
3	O=C(Nc1ccc(OC(F)(F)F)cc1)c1ccc(-n2cncn2)nc1	-1	0.1	9	·	1	10	8	4.1
4	O=C1CCCN1CCCNc1ncccc1[N+](=O)[O-]	1	0.1	27	-2	-7	0.1	1	-2.4
5	O=C(NCC(O)c1ccc2ccccc2c1)c1c(F)cccc1F (stereo not drawn)	-4	0.0	-3	2	-6	·	-5	-5.7

This part in full, repeating the preview:
No.	smiles	CASP6 VEID inh	Xi reactivation	INS-1E GSIS act	RAD54 branch	RAD52 inh	E-sel inducer	DENV2 CPE	CFTR F508del cor
1	CCOc1cc(N2CCOCC2)c(OCC)cc1NC(=O)COc1cccc(Cl)c1	0	0.0	7	-6	-6	0.1	?	-0.9
2	O=C(COc1ccc(F)cc1Cl)N1CCN(C(=O)c2cccs2)CC1	5	0.2	3	-1	-1	·	?	-1.1
3	O=C(Nc1ccc(OC(F)(F)F)cc1)c1ccc(-n2cncn2)nc1	-1	0.1	9	·	1	10	8	4.1
4	O=C1CCCN1CCCNc1ncccc1[N+](=O)[O-]	1	0.1	27	-2	-7	0.1	1	-2.4
5	O=C(NCC(O)c1ccc2ccccc2c1)c1c(F)cccc1F (stereo not drawn)	-4	0.0	-3	2	-6	·	-5	-5.7
6	CCc1cc(=O)oc2cc(C)cc(OC(C)C(=O)NCCCN3CCCC3=O)c12 (stereo not drawn)	2	0.0	3	·	-4	4.2	5	4.0
7	C[C@H]1CN([C@@H](C)CO)S(=O)(=O)c2ccc(C3=CCCCC3)cc2O[C@H]1CN(C)C(=O)C1CC1	1	-0.6	-6	0	-1	-0.3	2	-4.3
8	O=C(NCCc1c[nH]c2ccccc12)c1cc2ccccc2oc1=O	·	0.0	10	·	-27	·	·	-0.8
9	COc1ccc(S(=O)(=O)N2CCCCN3[C@@H](CO)[C@@H](c4ccc(C5=CCCCC5)cc4)[C@@H]3C2)cc1	-1	·	·	-12	50*	·	6	-4.0
10	CC(C)NC(=O)N1CCCCN2[C@@H](CO)[C@@H](c3ccc(C#Cc4ccccc4)cc3)[C@@H]2C1	2	0.1	5	0	15	-0.5	-6	-0.7
11	CCOC(=O)C1(C)CCN1C(=O)c1ccoc1 (stereo not drawn)	2	0.1	20	8	-60	-0.1	-3	-2.8
12	CCc1nc(N2CCN(C(=S)NCCCOC)CC2)c2c3c(sc2n1)CCCC3	0	-0.1	·	-1	-3	0.0	13	-0.6
13	CCOc1ccc(/C(O)=C2/C(=O)C(=O)N(CCN(CC)CC)C2c2cccs2)cc1 (stereo not drawn)	-3	0.3	-15	-2	-20	-0.2	-4	-4.6
14	COC(=O)C[C@H]1CC[C@@H]2[C@@H](COc3ccc(NS(=O)(=O)c4cccc(F)c4)cc3C(=O)N2C)O1	2	-0.1	-3	-5	3	0.2	18	0.9
15	CSc1ncccc1C(=O)NC1CCCCCCC1	0	0.2	27	5	-2	0.0	-3	0.4
16	Cc1scc(C(=O)NNC(=S)NCC2CCCO2)c1-c1ccccc1 (stereo not drawn)	0	0.2	-6	·	-3	-1.3	4	·
17	CC(NC(=O)NC(N)=O)(C(F)(F)F)C(F)(F)F	0	·	6	4	-10	·	3	-1.0
18	Clc1ccc(C(CCN2CCCC2)Cc2ccccc2)cc1 (stereo not drawn)	-5	0.0	-12	·	12	0.0	-10	-2.6
19	CCc1nnc2n1N=C(c1cccc([N+](=O)[O-])c1)CS2	1	-0.1	19	-4	-6	2.7	-1	-1.5
20	COc1ccc(CN(C)C[C@H]2OCCCC[C@@H](C)Oc3ccc(NC(=O)CCC(F)(F)F)cc3C(=O)N([C@H](C)CO)C[C@@H]2C)cc1	2	0.0	-1	2	8	0.2	8	-2.5
21	C[C@@H]1CN([C@H](C)CO)C(=O)c2cccc(NC(=O)Nc3ccc4c(c3)OCO4)c2O[C@H]1CN(C)Cc1ccc(C(=O)Nc2ccccc2N)cc1	0	1.0	6	-2	14	1.1	-2	-0.9
22	O=C(NCCCN1CCCC1=O)c1c(O)nc2ccccn2c1=O	-3	0.1	13	0	-19	-0.1	3	0.4
23	CNC(=O)COC(=O)/C=C/c1nc2ccccc2s1	5	0.0	3	·	-10	0.1	·	4.0
24	CN1c2ccc(Br)cc2[C@H]2[C@H](CCN2C(=O)Nc2cccc(F)c2)[C@@H]1CO	·	0.0	-4	-5	·	-0.3	-4	0.5
25	Cc1ccc(NC(=S)Nc2cccc3ccccc23)cc1	2	0.0	·	0	-19	0.3	1	-2.5
26	O=C(Nc1ccccc1C(=O)N1CCCC1)c1ccccc1	1	·	19	0	2	·	19	-1.6
27	C[C@@H]1CN([C@H](C)CO)C(=O)c2c(c3ccccc3n2C)-c2ccccc2CO[C@H]1CN(C)C(=O)[C@@H](Cc1ccccc1)N(C)C	-1	-0.1	1	6	6	-0.2	-1	2.8
28	c1ccc(-c2nccc3ccccc23)cc1	-4	0.0	7	·	-23	·	5	0.5
29	FC(F)(F)c1ccc(CN2C[C@@H]3C(c4ccc(Cl)nc4)C4(c5ccccc5)CC3(C4)[C@H]2c2ccccc2)cc1 (stereo partly drawn)	-4	-0.1	-14	-8	-35	-0.1	12	-2.8
30	CNC(=S)SCCOc1ccccc1C	-2	-0.1	-3	-5	-15	-1.1	-4	-0.7

Quoted at random: 2 entries already listed, in no set order.
No.	smiles	CASP6 VEID inh	Xi reactivation	INS-1E GSIS act	RAD54 branch	RAD52 inh	E-sel inducer	DENV2 CPE	CFTR F508del cor
23	CNC(=O)COC(=O)/C=C/c1nc2ccccc2s1	5	0.0	3	·	-10	0.1	·	4.0
11	CCOC(=O)C1(C)CCN1C(=O)c1ccoc1 (stereo not drawn)	2	0.1	20	8	-60	-0.1	-3	-2.8

Other results follow.
No.	smiles	CASP6 VEID inh	Xi reactivation	INS-1E GSIS act	RAD54 branch	RAD52 inh	E-sel inducer	DENV2 CPE	CFTR F508del cor
31	COc1cccc(-c2ccc([C@@H]3[C@@H](CO)N4C(=O)CN(C(=O)CN5CCOCC5)C[C@H]34)cc2)c1	-1	0.0	20	·	7	0.1	-8	4.5
32	O=C(Nc1ccc([N+](=O)[O-])cc1)OC1CCS(=O)(=O)C1 (stereo not drawn)	-2	0.5	13	·	-11	-0.2	-1	-1.9
33	COc1ccc(N2CCN(C(=O)CSc3nc4[nH]ncc4c(=O)n3-c3ccc(Br)cc3)CC2)cc1	-6	0.4	7	·	-20	-0.9	3	1.0
34	COc1cc(OC)c2c(-c3ccccc3)cc(=O)oc2c1C(CC(=O)N1CCOCC1)c1ccc2c(c1)OCO2 (stereo not drawn)	0	0.1	-12	1	-21	0.1	4	-1.9
35	C[C@@H]1CN([C@@H](C)CO)C(=O)Cc2cc(NS(=O)(=O)c3cn(C)cn3)ccc2O[C@H]1CN(C)C(=O)NC1CCCCC1	·	0.5	16	-1	·	5.4	?	1.2
36	O=C(CN1CCN(C(c2ccccc2)c2ccccc2)CC1)N1N=CCC1c1ccccc1 (stereo not drawn)	-1	0.1	-44	·	1	4.3	-5	1.8
37	Cc1ccc(-c2ccc([C@H]3[C@H](CO)N4CCCCN(S(=O)(=O)c5cccc(C)c5)C[C@@H]34)cc2)cc1	-3	·	·	2	50*	·	-2	-11
38	CC(C)(C)NC(=O)CN(Cc1cccs1)C(=O)CCC(=O)Nc1nccs1	2	·	0	7	-14	·	-4	-0.1
39	O=C1c2cccc3cccc(c23)C(=O)N1c1cccc(O)c1	-2	0.2	22	-15	-7	-0.2	-3	-1.1
40	CN(C(=O)COC(=O)c1cc(=O)[nH]c2ccccc12)C1CCCCC1	1	0.0	1	3	-12	·	1	1.0
41	Cc1ccc(S(=O)(=O)NC(C(=O)Oc2cc3oc(=O)cc(C)c3cc2Cl)C(C)C)cc1 (stereo not drawn)	4	0.1	-11	-9	-4	-0.8	-2	0.2
42	C[C@H](CO)N1C[C@H](C)[C@@H](CN(C)Cc2cncnc2)Oc2cc(C3=CCCCC3)ccc2S1(=O)=O	3	0.1	-5	3	8	-0.1	2	-0.9
43	C[C@H]1CN([C@@H](C)CO)C(=O)c2cccc(NC(=O)c3nc4ccccc4s3)c2O[C@H]1CN(C)C(=O)NC1CCCCC1	2	0.8	-32	-2	19	0.6	1	-8.5
44	CCCN(CC(=O)Nc1ccccc1C)C(=O)COC(=O)c1cnc(C)cn1	-4	0.1	14	-18	-14	2.0	-2	2.3
45	C[C@H](CO)N1C[C@H](C)[C@@H](CN(C)C(=O)OCc2ccccc2)OCc2cn(nn2)CCCC1=O	-6&-5	0.1&-0.2	5&4	3&1	-13&-12	·	4&9	-4.2&0.9
46	[N-]=[N+]=NCC/C=C\C1NS(=O)(=O)OCC1O (stereo not drawn)	·	0.0	8	-6	8	0.0	-1	1.4
47	CCn1c(=O)c2sccc2n(CC(=O)NCCC2=CCCCC2)c1=O	1	0.1	8	2	-10	0.0	?	-3.0
48	Cn1c(CCCOc2ccc(Cl)cc2Cl)nnc1SCC(=O)Nc1ccc(F)c(Cl)c1	·	-0.2	-5	-6	·	1.9	·	·
49	CN(CCO)C1=NS(=O)(=O)c2cc([N+](=O)[O-])ccc21	2	0.0	-3	-9	-3	·	-7	-0.6
50	COc1cc(NC(=O)CCNS(=O)(=O)c2ccc3c(c2)CCC(=O)N3)cc(OC)c1	0	0.0	3	-1	-3	-1.2	-16	·
51	Cc1noc(C)c1NC(=O)N(C)C[C@H]1OCc2ccccc2-c2ccccc2C(=O)N([C@H](C)CO)C[C@H]1C	-2	0.3	13	-5	0	-0.9	-2	1.8
52	Cc1nnc(NC(=O)CSc2nnc3ncccn23)s1	-6	0.2	13	1	-6	·	3	-0.8
53	COCCNC(=S)N1CCC(c2nc(-c3ccc(F)cc3)no2)CC1	5	0.0	-13	1	5	-1.2	-1	-1.1
54	O=S(=O)(NCCCSc1ccccc1)c1ccccc1F	1	0.2	0	·	-7	·	-4	-1.6
55	COc1ccccc1N(CC(=O)NC1CC2CCC1C2)S(=O)(=O)c1ccc(C)cc1 (stereo not drawn)	-1	0.4	-65	2	-12	-0.6	14	1.2
56	COCCNS(=O)(=O)c1ccccc1	0	·	23	-5	6	·	2	1.5
57	O=C(Nc1ccc2c(c1)[C@H]1C[C@H](CC(=O)N3CCc4ccccc4C3)O[C@H](CO)[C@H]1O2)c1cccnc1	1	-0.1	10	6	1	0.1	17	1.0
58	CCCC#Cc1ccc([C@H]2[C@H](CO)N3CCCCN(Cc4cncnc4)C[C@@H]23)cc1	-2	0.2	3	1	-15	0.2	16	-1.5
59	O=C(O)c1c2c(nc3ccc(F)cc13)CCC2	27	·	1	-14	-26	·	7	-0.4
60	Cc1cccc(C(=O)NNC(=O)C(=O)NC(C)(C)C)c1	-3	·	-3	-4	2	-1.0	·	·

Bioassay records from PubChem BioAssay.
